# Assay outcomes as filed in PubChem.
# Tau FP inhib = inhibitors of human tau fibril formation. Potency, µM (doses to about 57.7 µM), for inactives: top-dose activity, negative = inhibition, actives largely listed as inhibitors. 0.39% of 280,000 active. K18 P301L tau heparin fibrillization, Alexa594 FP, 6 h. P10636; note: nearly all actives have a fitted effect of over 55% in size
#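 FP of Alexa 594-tau after heparin (20 uM) induction. Substrate: human K18 P301L, 15 uM unlabeled, 0.24 uM labeled. Buffer 100 mM sodium acetate pH 7. 6 hr, 37 C.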
# RGS12 GoLoco inh = blocks human Gai1 binding to RGS12 GoLoco peptide, red readout. P63096. Gai1:RGS12 GoLoco peptide FP, rhodamine, 10 min. Potency, µM (doses to about 61.6 µM), without a hit: at the top dose activity, negative = inhibition, hits mostly inhibitors. 0.44% of 230,000 active. AID 880; active = well fitted inhibition curve with a large enough effect, not every such curve was filed as active; inactive = no such curve, though single readings can be large or run the other way; note: nearly all actives have a fitted effect of over 30% in size; many of its hits are not listed in these tables
# Target sequence (P63096 whole entry, looked up): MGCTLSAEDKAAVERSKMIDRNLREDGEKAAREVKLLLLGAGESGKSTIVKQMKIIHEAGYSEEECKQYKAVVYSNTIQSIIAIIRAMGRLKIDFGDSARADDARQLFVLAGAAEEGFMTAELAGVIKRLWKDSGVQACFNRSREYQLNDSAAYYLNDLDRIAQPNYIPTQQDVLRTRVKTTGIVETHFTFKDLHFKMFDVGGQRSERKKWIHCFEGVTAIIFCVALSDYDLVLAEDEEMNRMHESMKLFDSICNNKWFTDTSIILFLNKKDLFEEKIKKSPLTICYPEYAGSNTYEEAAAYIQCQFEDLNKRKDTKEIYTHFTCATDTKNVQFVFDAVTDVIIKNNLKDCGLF
# RECQ1 helicase = inhibitors of human RECQ1 DNA helicase; RECQ1 DNA unwinding, red fluorescence kinetic read; P46063; 0.54% of 240,000 active; Potency, µM (titrated, usually from 57.3 µM), for inactives: top-dose activity, negative = inhibition, usual class: inhibitors;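 note: plate controls were vehicle for no effect and no enzyme for full effect; nearly all actives have a fitted effect of over 30% in size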
# Target sequence (P46063 whole entry, looked up): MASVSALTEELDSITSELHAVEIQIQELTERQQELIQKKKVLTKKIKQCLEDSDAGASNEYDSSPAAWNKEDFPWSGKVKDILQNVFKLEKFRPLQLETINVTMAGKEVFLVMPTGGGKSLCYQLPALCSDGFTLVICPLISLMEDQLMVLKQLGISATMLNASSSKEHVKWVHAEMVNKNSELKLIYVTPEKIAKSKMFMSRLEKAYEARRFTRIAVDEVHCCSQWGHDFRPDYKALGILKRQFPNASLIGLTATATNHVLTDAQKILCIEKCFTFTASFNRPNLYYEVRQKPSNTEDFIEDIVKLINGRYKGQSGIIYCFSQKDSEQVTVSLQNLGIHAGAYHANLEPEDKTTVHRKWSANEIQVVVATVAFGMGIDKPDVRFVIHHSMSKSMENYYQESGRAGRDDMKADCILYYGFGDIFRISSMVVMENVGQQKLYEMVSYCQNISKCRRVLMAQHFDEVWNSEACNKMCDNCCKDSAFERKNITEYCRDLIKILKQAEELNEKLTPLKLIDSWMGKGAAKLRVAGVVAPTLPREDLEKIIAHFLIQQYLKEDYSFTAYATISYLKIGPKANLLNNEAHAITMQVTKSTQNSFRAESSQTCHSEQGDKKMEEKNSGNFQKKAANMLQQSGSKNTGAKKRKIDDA
#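 RECQ1T1 50 nM; forked duplex (20 bp + 30-nt ss tails) 200 nM, ATP 2 mM final; pH 8.0, 2 mM MgCl2, 2.5 ug/ml poly(dI-dC); 15 min compound preincubation; discontinuous kinetic read over 2 h at RT.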
# Tau fibril ThT = tau fibrillization inhibition (ThT binding). P10636. recombinant tau K18 P301L, heparin-induced fibrillization, ThT fluorescence. Potency, µM (titrated, usually from 57.4 µM), without a hit: at the top dose activity, negative = inhibition, hits mostly inhibitors. 2.1% of 270,000 active. AID 1460; note: nearly all actives have a fitted effect of over 55% in size
#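 ThT emission at 510 nm, taken 1 hr after adding 30 uM dye, quantifies aggregates formed when 20 uM heparin acts on human tau K18 P301L for 6 hr at 37 C.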
# KDM4E inh = blocks human JMJD2E demethylase activity. B2RXH2. JMJD2E catalytic domain, FDH-coupled NADH fluorescence (FDH is formaldehyde dehydrogenase). AID 2147. 1.6% of 230,000 active. Potency, µM (series often up to 57.1 µM), for the others: at the highest dose activity change, negative = inhibition, actives largely listed as inhibitors; active = well fitted inhibition curve with a large enough effect, not every such curve was filed as active; inconclusive = small, poorly fitted or top-dose-only effect, or another doubt; inactive = no such curve, though single readings can be large or run the other way;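 note: 0% = wells with enzyme and -100% = buffer wells without enzyme; nearly all actives have a fitted effect of over 50% in size; many of its hits are not listed in these tables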
# TRb-SRC2 inh = inhibitors of human thyroid hormone receptor beta-SRC2 interaction; P10828; Potency, µM (titrated, usually from 106 µM), without a hit: at the highest dose activity change, negative = inhibition, most hits filed as inhibitors; TRbeta-SRC2 peptide binding, fluorescence polarization; receptor liganded with 1 µM T3; AID 1469; 0.065% of 280,000 active;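 note: plate controls were bound peptide for no effect and peptide without receptor for full effect; nearly all actives have a fitted effect of over 50% in size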
#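 Quantitative HTS by FP: 0.6 uM TRb LBD, 20 nM labeled SRC2 20-mer, 1 uM T3, 5% DMSO; 5 hr ambient incubation; % activity per concentration and potencies from concentration series.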
# TR SRC2 fluor cs = Texas Red fluorescence interference in TRb-SRC2 counter-screen. TRb/SRC2 Texas Red total fluorescence interference. Potency, µM (highest dose often 106 µM), for inactives: at the top dose fluorescence change, negative = quenching. 0.29% of 280,000 active; active = well fitted curve in either direction with a large enough effect; inconclusive = small, poorly fitted or top-dose-only effect
#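 Human TRβ ligand-binding domain (0.6 uM) and Texas Red SRC2 peptide (20 nM) in Tris buffer with 1 uM T3 and 5% DMSO were incubated with pinned compound for 5 hr at ambient temperature. Total fluorescence was computed as S + 2P (555/632 nm).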
# L3MBTL1 inh = L3MBTL1 (human) inhibition | Q9Y468 | Potency, µM (doses to about 57.1 µM), for the others: top-dose activity, negative = inhibition, hits mostly inhibitors | AID 485360 | 0.66% of 230,000 active | AlphaScreen L3MBTL1–H3K9me1 peptide binding; note: nearly all actives have a fitted effect of over 60% in size
#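 Read-out is AlphaScreen signal from streptavidin donor and nickel chelate acceptor beads (10 ug/mL final each) bridging L3MBTL1 (50 nM) and biotinylated K9-monomethylated H3(1-15) peptide (75 nM), after 30 min compound exposure at room temperature.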
# Active calls of the source: *; i = inactive; ? = inconclusive; . = no result given; [ ] = remark or other dose. Unless noted, calls come from the whole dose curve; as a rule, active = well fitted curve in the direction sought with a large enough effect; inconclusive = small, poorly fitted or top-dose-only effect, or another doubt; inactive = no such curve, though single readings can be large; an effect the other way counts as inactive or inconclusive. Unless noted, % is set by controls: 0 for no effect and ±100 for the full control effect; potency is the fitted concentration of half-maximal effect.
SMILES,Tau FP inhib,RGS12 GoLoco inh,RECQ1 helicase,Tau fibril ThT,KDM4E inh,TRb-SRC2 inh,TR SRC2 fluor cs,L3MBTL1 inh
CN(C)S(=O)(=O)c1ccc2c(c1)N(CC(=O)N1CCCCC1)CCS2,7%,.,.,-2%,.,5%,-13%,.
N#Cc1cn(-c2ccccc2)nc1-c1ccc2c(c1)OCCO2,?,-4%,-1%,6%,?,0%,-5%,.
COC(=O)/C(=C\C(=O)c1ccccc1)Nc1cccc(C(F)(F)F)c1,1%,7%,i,-12%,?,-8%,0%,2%
O=S(=O)(c1ccc(Cl)cc1)n1c(Cc2ccccc2)nc2ccccc21,10%,0%,8%,4%,2%,-6%,2%,13%
Cc1cccc(NC(=S)NCCC(C)C)c1,-9%,-26%,-1%,4%,-7%,5%,0%,-3%
O=C(COc1ccccc1F)NCc1nc2ccccc2[nH]1,1%,-23%,-14%,-1%,-3%,-5%,-3%,9%
CCCCn1nc(C(=O)NC2=NCCS2)c2ccccc2c1=O,?,15%,i,-5%,3%,-19%,2%,.
CC(C)c1ccc(C(O)P(=O)(OC2CCCCC2)OC2CCCCC2)cc1 (stereo unspecified),-1%,0%,18%,-17%,2%,-1%,-1%,2%
O=C1C(NS(=O)(=O)c2ccccc2)=C(N2CCN(c3ccc(F)cc3)CC2)C(=O)c2ccccc21,-12%,-2%,-16%,6.3µM*,-5%,10%,-2%,?
NC(=O)CC[C@@H]1NC(=O)[C@H](CO)NC(=O)c2cc([N+](=O)[O-])cc(I)c2NCC[C@@H](C(N)=O)NC1=O,3%,-1%,i,-6%,3%,-5%,-1%,-12%
Cc1c(Cl)cccc1Nc1sc(C(=O)c2ccccc2)c(N)c1S(=O)(=O)c1ccccc1,?,.,.,-9%,.,-6%,-1%,.
O=C(NCCc1ccc(Cl)cc1)C(=O)NCC(c1ccco1)S(=O)(=O)c1ccc(Cl)cc1 (stereo unspecified),-15%,.,.,-2%,.,-3%,1%,.
CCOc1ccc(/C=C2\SC(N3CCc4ccccc4C3)=NC2=O)cc1,-3%,16%,-12%,?,-24%,4%,-1%,-3%
COc1ccc(C(=O)NNC(=O)c2ccc(S(=O)(=O)N3CCOCC3)cc2)cc1,2%,7%,1%,1%,6%,-2%,-1%,9%
O=[N+]([O-])c1cc(CSC2=NCCN2)ccc1O,14%,1%,6%,.,-15%,4%,-2%,.
O=C(NCc1ccco1)C(c1ccccc1)N(Cc1cccnc1)C(=O)Cn1nnc2ccccc21 (stereo unspecified),0%,2%,-7%,-1%,-4%,2%,0%,5%
COc1cc(OC)c(OC)cc1C=NCC1(c2ccccc2)CCCC1,4%,3%,-11%,3%,-5%,0%,-3%,1%
CCc1cccc(-n2c(=O)c3cccnc3n2CC(=O)NCc2ccccc2)c1,?,.,.,-13%,.,-2%,0%,.
CN1CCN(S(=O)(=O)c2ccc(N(C)CC(=O)Nc3ccc(F)cc3)nc2)CC1,-2%,.,-5%,-2%,?,9%,1%,-2%
CC1CCN(C(=O)CN2C(=O)C(C)(C)Oc3ccc(C(=O)NC4CCCC4)cc32)CC1,4%,6%,1%,4%,0%,4%,0%,3%
COCCCNC(=O)C1CCCN(C(=O)c2cnn(-c3ccc(F)cc3)c2-n2cccc2)C1 (stereo unspecified),-1%,.,.,3%,.,5%,-1%,.
COc1ccc(OC(C)C(=O)Nc2cccnc2)cc1 (stereo unspecified),-4%,1%,0%,-10%,-5%,-12%,-2%,.
O=C(NCc1ccccc1Cl)C1CCN(c2ncnc3c2nc2n3CCCCC2)CC1,5%,.,.,-14%,.,0%,-28%,.
Cc1nc2nc(SCC(=O)O)nn2c(C)c1Cc1ccccc1Cl,4%,5%,4%,-6%,-12%,-1%,-1%,.
O=C(CNC(=O)c1ccccc1)OC(C(=O)c1ccccc1)c1ccccc1 (stereo unspecified),-13%,-1%,-16%,0%,-3%,3%,-7%,8%
Cc1noc(C)c1S(=O)(=O)Nc1ccccc1N1CCOCC1,0%,4%,17%,-3%,-5%,-7%,-2%,4%
Cc1ccc(NC(=O)CCC(=O)NNC(=O)C(c2ccccc2)c2ccccc2)c(C)c1,0%,6%,-2%,-2%,1%,5%,-4%,0%
CCC1=C(OC(=O)N(CC)CC)N2C(=O)OC(=NCCOC)[C@]2(C)[C@H]2C1=CC[C@H]1C(=O)N(CC(=O)OC)C(=O)[C@H]12,-1%,-30%,11%,-13%,2%,7%,-2%,.
O=C(c1ccc([N+](=O)[O-])cc1)N1CCN(c2ccc(Nc3ccccc3)nn2)CC1,1%,.,.,?,.,-5%,0%,.
CCn1cc(CNC(=O)c2cc(Cl)ccc2OC)c(C)n1,-3%,-2%,?,0%,4%,1%,2%,-1%
COC(=O)C1=C(C)NC2=C(C(=O)CC(C)(C)C2)C1c1cccc(C)n1 (stereo unspecified),2%,-3%,-17%,1%,?,-1%,-2%,0%
CC(C(=O)NCc1cccnc1)N1C(=O)c2ccccc2C1=O (stereo unspecified),2%,11%,-6%,2%,4%,-9%,1%,0%
C=CCn1c(SCC(=O)Nc2cccc(C(=O)OC)c2)nnc1C(C)NC(=O)c1cccs1 (stereo unspecified),-2%,7%,-7%,-5%,-3%,2%,1%,.
Cc1ccc(C(=O)Nc2cc([N+](=O)[O-])ccc2C)cc1,6%,-7%,-15%,3%,-9%,3%,-1%,.
COc1cccc2c1OCC(CN1CCN(Cc3ccccc3)C(CCO)C1)=C2 (stereo unspecified),-3%,3%,0%,-12%,2%,-1%,-5%,-5%
COC(=O)c1cccc(NC(=O)CCCOc2cccc(C)c2)c1,-9%,-2%,-11%,-22%,9%,0%,2%,.
CSc1ccccc1NC(=O)Nc1ccc(F)c(Cl)c1,?,11%,-3%,?,17%,4%,-3%,9%
CCc1ccc(C(=O)COC(=O)c2n[nH]c3ccccc23)cc1,?,8%,-7%,-17%,4%,-8%,-2%,9%
Cc1ccc(S(=O)(=O)N2CCC(C(=O)N3Cc4ccccc4C3)CC2)cc1,-1%,4%,16%,-8%,1%,-6%,-5%,-5%
CCCc1nc2oc(C(=O)OCC)c(N)c2c2c1COC(C)(C)C2,-2%,8%,?,-10%,?,1%,-2%,-2%

# 3 entries out of the list, ordered by formula weight, lowest first.
SMILES,Tau FP inhib,RGS12 GoLoco inh,RECQ1 helicase,Tau fibril ThT,KDM4E inh,TRb-SRC2 inh,TR SRC2 fluor cs,L3MBTL1 inh
CSc1ccccc1NC(=O)Nc1ccc(F)c(Cl)c1,?,11%,-3%,?,17%,4%,-3%,9%
CCCc1nc2oc(C(=O)OCC)c(N)c2c2c1COC(C)(C)C2,-2%,8%,?,-10%,?,1%,-2%,-2%
Cc1ccc(S(=O)(=O)N2CCC(C(=O)N3Cc4ccccc4C3)CC2)cc1,-1%,4%,16%,-8%,1%,-6%,-5%,-5%

# Going on with the list:
SMILES,Tau FP inhib,RGS12 GoLoco inh,RECQ1 helicase,Tau fibril ThT,KDM4E inh,TRb-SRC2 inh,TR SRC2 fluor cs,L3MBTL1 inh
C=CCN1C=C2C(=O)C(C)(OC(=O)c3ccc(OC)cc3)C(=O)C(c3ccco3)=C2C=C1CCCC (stereo unspecified),-5%[11.6 µM],4%[14.2 µM],?,?,7%[11.4 µM],9%[11.2 µM],-4%[11.2 µM],.
Cc1nnc(NC(=O)CSc2ncc(-c3ccccc3)[nH]2)s1,-4%,7%,-3%,?,-19%,-3%,-4%,.
CCC1C(=O)N(C)CCc2ccccc21 (stereo unspecified),5%,6%,i,-4%,4%,0%,-2%,-7%
CC(C)c1ccccc1NC(=O)COC(=O)c1c2c(nc3ccccc13)CCN(Cc1ccccc1)C2,-5%,2%,-8%,-13%,?,-3%,0%,-13%
CC(C)(C)c1ccc(/C=C/C(=O)NC2CCS(=O)(=O)C2)cc1 (stereo unspecified),-7%,5%,-19%,-6%,-2%,1%,-11%,.
O=C(Nc1ccccc1-c1nc2ccccc2s1)C1=COCCO1,-3%,1%,1%,12%,-4%,5%,-2%,5%
O=C(/C(=C(\[O-])c1ccccc1)[n+]1ccc2ccccc2c1)c1ccc(Cl)cc1,9%,22%,-4%,?,2%,-11%,-5%,12%
Cc1cccc(CS(=O)(=O)Cc2ccc(C(=O)NCCCN3CCCC3)o2)c1,-5%,1%,-6%,-14%,-6%,3%,0%,.
Cc1cc(-n2c(C)cc(C(=O)CN3C(=O)NC4(CCCC4)C3=O)c2C)no1,7%,-3%,i,-11%,3%,1%,1%,-10%
C[C@@H]1C(=O)O[C@@H]2[C@H](O)C34[C@H]5C[C@@H](C(C)(C)C)C36[C@H](OC(=O)[C@@H]6O)OC4(C(=O)O5)[C@@]12O (stereo partly specified),-7%,8%,-1%,-3%,2%,1%,-4%,0%
Cc1c(NC(=O)COC(=O)c2cc3c4ccccc4n(C)c3s2)c(=O)n(-c2ccccc2)n1C,?,12%,-4%,?,?,2%,5%,-4%
O=C(N/N=C/c1ccccc1)c1n[nH]c2c1CCCC2,-13%,2%,-2%,?,3%,12%,-1%,-2%
CCC(=O)N1CCc2cc(Br)cc(S(=O)(=O)NCC3CCCN3CC)c21 (stereo unspecified),3%,-5%,0%,2%,13%,2%,-2%,.
CCCCc1nc2ccccc2c(=O)n1NC(=O)c1c(O)c2cccc3c2n(c1=O)CC3,7%,-8%,-9%,-6%,13%,-13%,0%,9%
N#Cc1ccccc1NC(=O)c1ccc2c(Cl)c3c(nc2c1)CCCC3,?,0%,-17%,6%,-3%,-32%,1%,-2%
O=C(NCCCn1ccnc1)c1cc(S(=O)(=O)N2CCOCC2)c(Cl)cc1Cl,3%,-2%,-4%,-7%,3%,-5%,0%,0%
Cc1cccc(NC(=O)Cn2c(=O)c3cccn3c3ccccc32)c1C,18µM*,.,.,-10%,.,2%,5%,.

# One compound at a time, from the list above. Order of values: Tau FP inhib, RGS12 GoLoco inh, RECQ1 helicase, Tau fibril ThT, KDM4E inh, TRb-SRC2 inh, TR SRC2 fluor cs, L3MBTL1 inh
# Cc1nnc(NC(=O)CSc2ncc(-c3ccccc3)[nH]2)s1 reads -4%, 7%, -3%, ?, -19%, -3%, -4%, .
# Cc1cc(-n2c(C)cc(C(=O)CN3C(=O)NC4(CCCC4)C3=O)c2C)no1 reads 7%, -3%, i, -11%, 3%, 1%, 1%, -10%

# The list is partial. The share of hits here may be higher or lower than overall.
